# Bioassay records deposited in PubChem by Johns Hopkins Ion Channel Center.
# CHT block: inhibitors of human choline transporter CHT | Q9GZV3 | CHT-expressing cells, membrane potential dye, choline response; active compounds read low | B-score at 10 µM | 310,000 compounds, 0.86% hits | AID 488975;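 active = B-score over 3 SD under the library average, and starting fluorescence ratio not unusually high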;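 also: choline stimulus applied at its EC90 after an EC20 pre-addition; B-score computed on integrated fluorescence ratio after choline addition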
# Target sequence (Q9GZV3 whole entry, looked up): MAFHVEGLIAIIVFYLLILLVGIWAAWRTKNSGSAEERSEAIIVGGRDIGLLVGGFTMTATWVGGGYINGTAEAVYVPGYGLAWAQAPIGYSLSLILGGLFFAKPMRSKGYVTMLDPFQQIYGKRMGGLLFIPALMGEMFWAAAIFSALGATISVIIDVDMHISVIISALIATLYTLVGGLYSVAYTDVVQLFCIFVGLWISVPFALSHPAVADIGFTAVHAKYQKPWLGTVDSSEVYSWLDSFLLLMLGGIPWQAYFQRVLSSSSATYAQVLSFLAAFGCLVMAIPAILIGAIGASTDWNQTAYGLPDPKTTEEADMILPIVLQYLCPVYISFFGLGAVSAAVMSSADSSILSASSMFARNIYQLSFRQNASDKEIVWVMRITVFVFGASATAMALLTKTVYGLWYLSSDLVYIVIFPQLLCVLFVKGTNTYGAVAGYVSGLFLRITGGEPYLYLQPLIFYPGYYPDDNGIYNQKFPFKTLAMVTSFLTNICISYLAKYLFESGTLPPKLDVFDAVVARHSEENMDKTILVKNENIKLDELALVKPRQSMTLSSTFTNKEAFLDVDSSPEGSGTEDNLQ
# KCNQ2 inh: KCNQ2 potassium channel inhibitors, primary screen, cell-based, CHO-K1, FluxOR thallium flux, B-score (AID 2156); O88943; 20 min; active compounds read low; B-score at 10 µM; 310,000 compounds, 1.1% hits;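 active = fluorescence ratio B-score at most minus 3 library SDs, with starting brightness B-score within 2 library SDs, cut at about -5.5 in these data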
# * marks the source's active call; other numbers are inactive results; i = inactive; . = no result given.
nr	Molecule	CHT block	KCNQ2 inh
1	COc1ccc(C(=O)Nc2c(N)nc(SCC(=O)N3CCCCCC3)[nH]c2=O)cc1OC	i	i
2	CSc1ccc(/C=C(/NC(=O)c2ccco2)C(=O)N2CCCCCC2)cc1	i	i
3	O=C(Nc1ccc2c(c1)OCO2)C1CCCCC1	i	i
4	O=C(c1ccccc1Oc1ccc([N+](=O)[O-])cc1)N1CCOCC1	i	i
5	Cc1ccc(-n2cc[nH]c2=S)cc1C	i	i
6	CCn1c(NC2CCCCC2)nc2ccccc21	i	i
7	CCOC(=O)c1cc(CC)sc1/N=C/c1c(O)ccc2ccccc12	i	i
8	CCCCSc1nnc2[nH]c(=O)cc(N)n12	i	i
9	CC(=O)c1ccc(OCC(=O)N2CCCC(Nc3ccc(C)c(C)c3)C2)cc1 (configuration not stated)	i	i
10	COc1ccc(C(=O)NC2(C(F)(F)F)N=C3SCCN3C2=O)cc1 (configuration not stated)	i	i
11	CC(C)c1ccc(N(CC(=O)Nc2ccc(S(=O)(=O)N3CCOCC3)cc2)S(C)(=O)=O)cc1	i	i
12	O=C(Nc1nc(=O)n(C(=O)c2cccc(C(F)(F)F)c2)s1)c1ccccc1	i	i
13	C=CCOC(=O)Nc1snnc1C	i	i
14	CCOC(=O)c1c(C)nc2cc(C)ccn12	i	i
15	O=C(CCn1nnc(-c2cccs2)n1)NCc1ccccc1Cl	i	i
16	O=[N+]([O-])c1ccc(C(O)CSC(=S)N2CCCCC2)cc1 (configuration not stated)	i	i
17	COc1ccc(CN2CCN(C(=O)CC(C)C)CC2)cc1Br	i	i
18	Cc1ccc(NC(=O)c2nnn(-c3cccc(C(F)(F)F)c3)c2N)cc1	i	i
19	CC(C)C(=O)N1CCN(c2ccc(NC(=S)NC(=O)c3cc4ccccc4o3)cc2)CC1	i	i
20	CCc1ccccc1NNC(=O)CCc1ccccc1	i	i

nr	Molecule	CHT block	KCNQ2 inh
21	Nc1nc(NCc2ccco2)nc(Nc2ccc(F)cc2)c1[N+](=O)[O-]	i	i
22	CC(C)(C)c1ccccc1OCC(=O)Nc1ncn[nH]1	i	i
23	Cc1nnc(Sc2cc(C(=O)NCc3ccco3)c3ccccc3n2)s1	i	i
24	O=C(COc1ccccc1Cl)Nc1ccc(C(=O)O)cc1NC(=O)COc1ccccc1Cl	i	i
25	CCN(CC)C(=O)COC(=O)c1cc(-c2ccco2)nc2ccccc12	.	i
26	CC(C)CC(=O)N1CCN(S(=O)(=O)c2ccc(F)cc2)CC1	i	i
27	O=C(Nc1cccnc1)c1ccccc1-c1ccccc1	i	i
28	Cc1c(NC(=O)c2ccccc2NC(=O)c2ccccc2)cccc1C(=O)O	i	i
29	CCOC(=O)CSc1nnc(NCC(=O)OC(C)C)c(=O)[nH]1	i	i
30	CC1(C)Cc2c(cnn2-c2cccc(F)c2)C(NC(=O)CSc2ccncc2)C1 (configuration not stated)	i	i
31	Cc1[nH]c(C)c(S(=O)(=O)N2CCN(c3cccc(Cl)c3)CC2)c1C(=O)N1CCCC1	i	i
32	Clc1cncc(Cl)c1N/N=C/c1ccccc1	i	i
33	CCCCn1c(SCC(=O)N2c3ccccc3Sc3ccccc32)nc2c1c(=O)n(C)c(=O)n2C	i	i
34	Cc1ccc(C2/C(=C(\O)c3c(C)nc4ccccn34)C(=O)C(=O)N2CCN(C)C)o1 (configuration not stated)	i	i
35	COC(=O)c1nn(-c2ccc(F)cc2)ccc1=O	i	i
36	C[C@]12C(=O)N(c3ccc(Cl)cc3)C(=O)N1[C@H]1c3ccccc3OC[C@@H]1[C@H]2c1ccccc1	i	i
37	Cc1ccc(S(=O)(=O)N2CCN(C(=O)CSc3nncs3)CC2)cc1	i	i
38	CC(=O)Nc1ccc(N=Cc2c(O)ccc3ccccc23)cc1	i	i
39	O=C(Oc1ccccc1)c1c(Cl)cccc1P(=O)(O)O	i	i
40	COC(=O)c1cc(NC(=S)N2CCN(C(=O)C3CCCO3)CC2)cc(C(=O)OC)c1 (configuration not stated)	i	i

# Reformatted with the structure last: 16 of the compounds above
no.	CHT block	KCNQ2 inh	Structure
1	i	i	COc1ccc(C(=O)Nc2c(N)nc(SCC(=O)N3CCCCCC3)[nH]c2=O)cc1OC
2	i	i	CSc1ccc(/C=C(/NC(=O)c2ccco2)C(=O)N2CCCCCC2)cc1
3	i	i	O=C(Nc1ccc2c(c1)OCO2)C1CCCCC1
4	i	i	O=C(c1ccccc1Oc1ccc([N+](=O)[O-])cc1)N1CCOCC1
5	i	i	Cc1ccc(-n2cc[nH]c2=S)cc1C
6	i	i	CCn1c(NC2CCCCC2)nc2ccccc21
7	i	i	CCOC(=O)c1cc(CC)sc1/N=C/c1c(O)ccc2ccccc12
8	i	i	CCCCSc1nnc2[nH]c(=O)cc(N)n12
9	i	i	CC(=O)c1ccc(OCC(=O)N2CCCC(Nc3ccc(C)c(C)c3)C2)cc1 (configuration not stated)
10	i	i	COc1ccc(C(=O)NC2(C(F)(F)F)N=C3SCCN3C2=O)cc1 (configuration not stated)
11	i	i	CC(C)c1ccc(N(CC(=O)Nc2ccc(S(=O)(=O)N3CCOCC3)cc2)S(C)(=O)=O)cc1
12	i	i	O=C(Nc1nc(=O)n(C(=O)c2cccc(C(F)(F)F)c2)s1)c1ccccc1
13	i	i	C=CCOC(=O)Nc1snnc1C
14	i	i	CCOC(=O)c1c(C)nc2cc(C)ccn12
15	i	i	O=C(CCn1nnc(-c2cccs2)n1)NCc1ccccc1Cl
16	i	i	O=[N+]([O-])c1ccc(C(O)CSC(=S)N2CCCCC2)cc1 (configuration not stated)

# The list goes on.
nr	Molecule	CHT block	KCNQ2 inh
41	COc1ccc(Cl)cc1NC(=O)CN(C1CCCCC1)S(C)(=O)=O	i	-5.9*
42	CCCOc1ccc(NC2=CC(=O)CC(C)(C)C2)cc1	i	i
43	CCn1cc(CNC(=O)c2c(-c3c(Cl)cccc3Cl)noc2C)c(C)n1	i	i
44	C/C(CC(=O)Nc1ccc(Cl)c(C(F)(F)F)c1)=N\NC(=O)c1ccccc1O	i	i
45	Cc1cc(C)c(C)c(S(=O)(=O)N(C)C2CCN(C)CC2)c1C	i	i
46	O=S(=O)(c1ccc(NC(=S)NCc2ccco2)cc1)N1CCCC1	i	i
47	O=C(CN1CCCC1)Nc1c2c(nc3ccccc13)N(Cc1ccccc1)CC2	i	i
48	CC(C)C1=CC2=CCC3C(C)(C(=O)O)CCCC3(C)C2CC1 (configuration not stated) (tested in a mixture with another compound)	i	-5.8*
49	Cc1noc(C)c1C(=O)N1CCC(C(=O)c2ccccc2)CC1	i	i
50	CC(=O)N=c1sc2cc(C)ccc2n1C	i	i
51	Cc1ccnc(NS(=O)(=O)c2ccc(NS(=O)(=O)Cc3ccccc3)cc2)n1	i	i
52	Cc1[nH]c2ccccc2c1C1=NNC(=Nc2ccc(F)cc2)SC1	i	i
53	CCOC(=O)Cn1nc(C)c(NC(=O)CCc2ccc(OC)cc2)c1C	i	i
54	Cc1cc(/C=C/C(=O)O)c(C)n1-c1ccc(Cl)cc1	i	i
55	CCOC(=O)C1CCCN(C(=O)C2CCN(S(=O)(=O)c3cccs3)CC2)C1 (configuration not stated)	i	i
56	O=C(Nc1ccccc1)C1=C(O)CC(c2ccco2)CC1=Nc1ccccc1 (configuration not stated)	i	i
57	Cc1cccc(CCNC(=O)C2CCN(S(=O)(=O)c3c(C)nn(C)c3C)CC2)c1	i	i
58	CCSc1nnc(NC(=O)CSC2=NCCS2)s1	i	i
59	CCC(=O)c1ccc(OCC(O)CN2CCN(c3cccc(C(F)(F)F)c3)CC2)cc1 (configuration not stated)	i	i
60	CCOC(=O)c1c(-c2ccccc2)oc2ccc(O)cc12	i	i

nr	Molecule	CHT block	KCNQ2 inh
61	Cc1nc(OCc2c(C)noc2C)c2ccccc2n1	i	i
62	COc1ccc(C(=O)NCCCNC(=O)c2ccc(C)nc2)cc1	i	i
63	CSc1ccccc1-c1nc(-c2ccncc2)no1	i	i
64	CN1c2ccsc2/C(=N/Nc2ccc(F)cc2)CS1(=O)=O	i	i
65	CCN(CC)S(=O)(=O)c1cc(NS(=O)(=O)c2ccc(Cl)c(C(=O)O)c2)ccc1C	i	i
66	COc1ccc(NS(=O)(=O)c2ccc(C)c(C(=O)NNC(=O)c3csc(N4CCOCC4)n3)c2)cc1	i	i
67	CSCC[C@H](NC(=O)[C@@H]1Cc2c([nH]c3ccccc23)C2c3ccccc3C(=O)N21)C(=O)NCC1CCCO1 (some centres not stated)	i	i
68	CCN(CC)c1ccc(S(=O)(=O)Nc2cc(Cl)ccc2Cl)cc1NC(=S)NC(=O)C1CCCC1	i	-7.1*
69	CCn1c2ccccc2c2cc(C3N=C(N)Nc4nc5ccccc5n43)ccc21 (configuration not stated)	i	i
70	Cc1ccc(-n2ncc3c2CCCC3NC(=O)CCc2cnn(C)c2)cc1C (configuration not stated)	i	i
71	O=C(/C=N/NC(=O)c1ccccc1Br)c1ccccc1	i	i
72	CCn1nnc(-c2ccccc2NC(=O)c2cc(OC)c(OC)c(OC)c2)n1	i	i
73	CCOc1ccc(N(Cc2cc3cc(OC)ccc3[nH]c2=O)C(=O)C2CCCO2)cc1 (configuration not stated)	i	.
74	O=C(NCC1CCCO1)c1nn2c(C(F)(F)F)cc(-c3ccc(Br)o3)nc2c1Br (configuration not stated)	i	i
75	O=C(NCc1ccccc1Cl)C1(S(=O)(=O)c2ccc(Cl)cc2)CC1	i	-5.7*
76	S=C(N/N=C/c1ccc(Cl)cc1)N1CCOCC1	i	i
77	O=C(NNC(=O)NC1CCCCC1)NC1CCCCC1	i	i
78	Cc1ccc(-n2c(SCC(=O)Nc3cc(S(=O)(=O)N4CCOCC4)ccc3Cl)nc3ccccc3c2=O)cc1	i	i
79	OCCOCCn1c2ccccc2c2ccccc21	i	i
80	COc1ccc(-c2nc(SC(C)C(=O)NCC3CCCO3)n[nH]2)cc1 (configuration not stated)	i	i

nr	Molecule	CHT block	KCNQ2 inh
81	CCOC(=O)c1c(CSc2ccccc2)n(C)c2ccc(O)c(CN3CCOCC3)c12	i	i
82	COc1ccc(Cl)cc1NC(=O)c1nnn(CC(=O)Nc2ccc(OC)c(OC)c2)c1N	i	i
83	N#Cc1ccc(S(=O)(=O)N2CCN(c3ncccn3)CC2)cc1	i	i
84	COc1ccc(-c2ccc(=O)n(Cc3ccc([N+](=O)[O-])cc3)n2)cc1	i	i
85	Cc1ccc(CSc2nnc(C)c(=O)[nH]2)cc1	-7.9*	i
86	CN1C(=O)c2cccc3c(N(C)C)ccc(c23)C1=O	i	i
87	CCCC(C)C(=O)Nc1ncc(S(=O)(=O)c2ccc([N+](=O)[O-])cc2)s1 (configuration not stated)	i	i
88	N/C(=N\OC(=O)c1cccc(F)c1)c1ccccc1	i	i
89	C#CCSc1nc2sc3c(c2c(=O)n1C)CCC3	i	i
90	COc1ccc(-c2nc3ccccc3c(=O)n2CCN2CCOCC2)cc1	i	i
91	O=C(Nc1ccccc1NC(=O)C1CCCO1)c1ccco1 (configuration not stated)	i	i
92	O=c1cc(N2CCN(c3ccc(F)cc3)CC2)[nH]c(=O)n1Cc1ccc(F)cc1	i	i
93	COc1cc(OC)cc(C(=O)NC2CCCN(Cc3ccc(Cl)cc3)C2)c1 (configuration not stated)	i	i
94	COc1ccc(NC(=O)CSc2nc(O)cc(=O)n2-c2ccc(OC)cc2)cc1	i	i
95	CC(=O)Nc1cccc(C(=O)OC2CCOC2=O)c1 (configuration not stated)	i	i
96	CCN(CC)CCNC(=O)Cn1cnc2sc(C)c(S(=O)(=O)N3CCN(c4ccccc4OC)CC3)c2c1=O	i	i
97	CCCCCCC(O)(c1ccc(OC)cc1)C(CN1CCOCC1)c1ccccc1 (configuration not stated)	i	i
98	CCOc1ccc(NC(=O)c2ccc3c(c2)N(Cc2ccc(F)cc2)C(=O)CS3=O)cc1 (configuration not stated)	i	i
99	O=C(CCNS(=O)(=O)c1cccs1)N1CCc2ccccc2C1	i	i
100	CCC(CC)C(=O)NCCc1ccc(OC)cc1	i	i

nr	Molecule	CHT block	KCNQ2 inh
101	COC(=O)C1=C(N)N(c2ccccc2C(F)(F)F)C2=C(C(=O)CCC2)C1c1ccc2c(c1)OCO2 (configuration not stated)	i	i
102	Cc1cccc(NC(=O)c2cccnc2Oc2ccccc2)c1C(=O)O	i	i
103	COC(=O)c1ccc(OC(=O)c2ccccn2)cc1	i	i
104	C/C(=N\NC(=O)c1c(Cl)cnn1C)c1cccc(NC(=O)COc2ccccc2)c1	i	i
105	CC1C(=O)N2CCCc3cc(NC(=O)C(=O)NCCCc4ccccc4)cc1c32 (configuration not stated)	i	i
106	COc1ccc(NCc2nnc(SCC(=O)Nc3nc(-c4ccccc4)cs3)n2-c2ccccc2)cc1	i	i
107	Cc1ccc2nc(C)c(C(=O)N/N=C/c3cccc([N+](=O)[O-])c3)cc2c1	i	i
108	CC/C(O)=C(\C#N)c1nnc2n1CCCCC2	i	i
109	CCOc1cc(NC2CS(=O)(=O)CC2O)c(OCC)cc1NC(=O)c1ccccc1 (configuration not stated)	i	i
110	N#C/C(=C\c1cn(CCOc2ccccc2)c2ccccc12)C(=O)NCc1ccco1	i	i
111	CCOC(=O)CN1C(=O)C(Sc2n[nH]c(-c3ccccc3)n2)CCc2ccccc21 (configuration not stated)	i	i
112	CC(C)(C)C(=O)OCc1nc(-c2ccc(Cl)cc2)cs1	i	i
113	C=CCN(c1cccc(C(F)(F)F)c1)S(=O)(=O)c1cccc(C(=O)OCC(=O)NCCC)c1	i	i
114	O=C(CCl)Nc1cccn2ncnc12	i	i
115	Oc1ccc(C(=S)N2CCCC2)cc1	i	i
116	COc1ccc(CN2CCC(Cc3ccccc3)CC2)c(C)c1C	i	i
117	COc1ccc(S(=O)(=O)N2CCC(C(=O)N[C@@H](C)C(=O)N3CCCCCC3)CC2)cc1	i	i

# Compounds were not picked by outcome (roughly 1.9% active in at least one column).
